HCMV inh – inhibitors of human cytomegalovirus. HFF cells, HCMV-luciferase reporter, 72 h; active compounds read low. activity change, negative = inhibition, % at 57.5 µM. hit rate 4.5% among 410,000. AID 1259415; in the data active means activity change below about -60%; inconclusive means no clear call, values can overlap the other calls; inactive means above about -39%; further: on the % scale 0 is the no-effect control and ±100 the full control effect
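Two-dose cell screen: HFF monolayers treated with compounds and infected with luciferase-expressing HCMV at 1 PFU/cell, 72 h at 37C, then lysed for luciferase measurement.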
AmpC no deterg – AmpC beta-lactamase inhibition without detergent; AmpC nitrocefin hydrolysis, absorbance 480 nm, 0.0001% Triton; Potency, µM (series often up to 57.1 µM), for the others: at the top dose activity change, negative = inhibition, usual class: inhibitors; hit rate 0.52% among 330,000; P00811;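 further: potency means the concentration at half of the fitted maximal effect; plate controls were no compound for no effect and no enzyme for full effect; nearly all actives have a fitted effect of over 20% in size; some results filed as inactive show a strong effect at the top dose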
Target sequence (P00811 whole entry, looked up): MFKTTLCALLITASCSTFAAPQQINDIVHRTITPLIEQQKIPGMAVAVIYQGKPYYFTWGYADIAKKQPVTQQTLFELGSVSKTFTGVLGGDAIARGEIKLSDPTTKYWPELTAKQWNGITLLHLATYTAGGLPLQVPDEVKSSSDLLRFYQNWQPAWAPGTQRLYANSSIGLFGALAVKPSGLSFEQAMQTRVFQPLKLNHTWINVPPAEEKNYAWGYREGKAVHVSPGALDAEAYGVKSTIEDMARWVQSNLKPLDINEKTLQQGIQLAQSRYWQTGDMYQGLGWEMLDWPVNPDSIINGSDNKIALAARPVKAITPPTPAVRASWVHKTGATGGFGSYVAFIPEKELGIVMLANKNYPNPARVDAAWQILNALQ
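AmpC (5.3 nM in the dispensed reagent) in 20 mM phosphate pH 7.0 with 0.01% (detergent screen) or 0.0001% Triton X-100 was preincubated with compounds for 15 min at room temperature. Nitrocefin was then added from an 800 uM solution, and hydrolysis was followed at 480 nm.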
Giardia FBPA inh – blocks Giardia fructose-bisphosphate aldolase activity. A8B2U2. purified Giardia FBPA. Potency, µM (highest dose often 59.6 µM), without a hit: at the top dose activity, negative = inhibition, usual class: inhibitors. hit rate 0.71% among 290,000; further: potency means the concentration at half of the fitted maximal effect; on the % scale 0 is the no-effect control and ±100 the full control effect; nearly all actives have a fitted effect of over 55% in size
Target sequence (A8B2U2 whole entry, looked up): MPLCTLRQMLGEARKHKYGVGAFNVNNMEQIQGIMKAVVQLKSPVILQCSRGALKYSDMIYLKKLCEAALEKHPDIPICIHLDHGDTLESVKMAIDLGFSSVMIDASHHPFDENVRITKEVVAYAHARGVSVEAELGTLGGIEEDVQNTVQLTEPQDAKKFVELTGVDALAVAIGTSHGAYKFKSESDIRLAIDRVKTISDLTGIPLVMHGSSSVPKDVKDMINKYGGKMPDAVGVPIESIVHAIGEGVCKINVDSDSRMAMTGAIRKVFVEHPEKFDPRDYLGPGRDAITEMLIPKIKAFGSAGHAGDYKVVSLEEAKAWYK
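40 nM FBPA preincubated 10 min at RT with compound (up to 57.5 uM final), then substrate plus GAPDH/TPI/NAD/arsenate coupling and diaphorase/resazurin added. Fluorescence read after 20 min at RT, 525/598 nm.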
AMA1 RON2 block – inhibitors of Plasmodium falciparum AMA1-RON2 interaction; AlphaScreen AMA1-biotinylated RON2 peptide binding; hit rate 0.2% among 360,000; AID 720542; Potency, µM (series often up to 58.2 µM), inactives show at the top dose activity change, negative = inhibition, actives largely listed as inhibitors;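 further: potency means the concentration at half of the fitted maximal effect; 0% = vehicle wells and -100% = peptide control; nearly all actives have a fitted effect of over 45% in size; some results filed as inactive show a strong effect at the top dose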
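AMA1 (3D7) with his tag at 25 nM final met compounds first, then biotinylated RON2 peptide at 25 nM; detection used donor plus acceptor beads, 10 µg/mL apiece, read by AlphaScreen after 30 min at room temperature.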
Shiga toxin inh – Shiga toxin inhibition. inhibition, % at 38.7 µM. hit rate 9.2% among 290,000. Vero cells, Shiga toxin protein synthesis inhibition reporter; in the data active means inhibition mostly above about 28%, no sharp cut-off; inactive means mostly below about 43%; further: 0% is about no effect
AmpC detergent – blocks E. coli AmpC beta-lactamase in detergent assay | P00811 | AmpC hydrolysis of nitrocefin, absorbance 480 nm, 0.01% Triton | Potency, µM (highest dose often 114 µM), for inactives: at the highest dose activity change, negative = inhibition, hits mostly inhibitors | hit rate 0.041% among 370,000 | AID 485294;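 further: potency means the concentration at half of the fitted maximal effect; 0% = no-compound wells and -100% = no-enzyme wells; nearly all actives have a fitted effect of over 25% in size; some results filed as inactive show a strong effect at the top dose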
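20 mM phosphate pH 7.0 + 0.01% (detergent screen) or 0.0001% Triton X-100; 5.3 nM AmpC reagent; cpd preinc 15 min RT; nitrocefin (800 uM stock) to start; A480 q20 s × 4 min; Activity was normalised to no-enzyme and no-compound control wells.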
CHX counter – affects cycloheximide protein synthesis inhibition readout, counter-screen | cell reporter, cycloheximide protein synthesis inhibition counterscreen | max response, % | hit rate 12% among 300,000; in the data active means max response mostly above about 13%, no sharp cut-off; inactive means mostly below about 14%; further: read at 38.3 µM for the half of the compounds with a filed dose; 0% is about no effect
* hit, by the source's call; ? = inconclusive; . = no result given; & = joins results of further samples; [ ] = another dose, or the depositor's remark. Unless noted, the call rests on the fitted dose curve; in most records, active means well fitted curve in the direction sought with a large enough effect; inconclusive means small, poorly fitted or top-dose-only effect, or another doubt; inactive means no such curve, though single readings can be large; an effect the other way counts as inactive or inconclusive.

Results follow in this order: HCMV inh, AmpC no deterg, AmpC detergent, Giardia FBPA inh, Shiga toxin inh, AMA1 RON2 block, CHX counter
CCCC(=O)N(Cc1cc(=O)[nH]c2ccccc12)c1cccc(C)c1
    -5.8, -1.8%, 1.7%, 2.6%, -2.0, -4.3%, -0.7
CN(C)c1cccc(C(=O)Nc2ccc(S(=O)(=O)Nc3nccs3)cc2)c1
    -35.2, -48.2%, ., ., ., 5.5%, .
Cc1cccc(-c2nnc(-c3ccccc3)o2)c1
    207.9, -17.7%, ?, 0.7%, 55.6*, 36.1%[activator], 33.4*
CCCCNC(=O)Cn1c(=O)c2c(ncn2CCC(C)C)n(Cc2ccccc2)c1=O
    -30.0, -8.1%, 4.9%, 6.3%, -0.9, 7.2%, -5.5
O=C(NC1CCCC1)C(c1ccncc1)N(Cc1ccccc1)C(=O)c1ccc(-c2ccccc2)[nH]1 (stereo unspecified)
    -12.3, 100.3%[activator], ?, -6.7%, 27.3, -28.4%, 13.3*
N#Cc1ccc(-c2ccc(OCC(O)CN3CCCCC3)cc2)cc1 (stereo unspecified)
    -11.0, 3.8%, 1.7%, -5.5%, -4.7, -0.7%, -3.7
O=S1(=O)CC2(N3CCOCC3)CCCCCCC21 (stereo unspecified)
    5.2, -2.3%, -5.2%, 4.1%, 4.2, 2.0%, -1.2
Cc1cc(C)c(NC(=S)N(CCN2CCCCC2)Cc2ccco2)c(C)c1
    6.4, 1.1%, 6.5%, ?, -12.9, -7.1%, 9.0
N#Cc1c(-c2ccc(Cl)cc2)ccnc1N1CCOCC1
    ?, 69.5%[activator], ?, 3.6%, 45.9*, 26.1%, 25.8*
Cc1cc(C(=O)N/N=C/c2cccc3ccccc23)c(C)o1
    43.8, -43.4%, -5.1%, -2.9%, 41.5, -10.5%, 29.5*
Cc1cc(C)c2nc(-c3ccccn3)cc(C(=O)N3CCCC3)c2c1
    2.8, 166.5%[activator], -0.8%, ., -8.8, 5.5%, -1.8
COC1CCCN(C(=O)c2cccc(OC3CCN(S(C)(=O)=O)CC3)c2)C1 (stereo unspecified)
    0.0, 0.4%, -9.9%, -2.8%, -3.3, 4.9%, 0.6
O=C(c1cn2ccccc2n1)N1CCCC(Nc2ccc(F)c(F)c2)C1 (stereo unspecified)
    -3.2, 10.8%, -11.0%, ., 0.6, -3.3%, 1.0
O=C(CCc1nc(-c2ccccc2Cl)no1)NCc1ccco1
    7.5, -18.1%, -0.1%, 0.4%, 21.7, 14.8%, -1.6
NC(=O)C1CCN(C(=O)Cc2ccc([N+](=O)[O-])cc2)CC1
    -15.1, -17.8%, -2.4%, 7.1%, -12.8, -2.0%, -4.3
Cc1[nH]c(SCC(=O)c2c(N)n(C)c(=O)n(C)c2=O)nc1Cc1ccccc1
    9.7, -14.1%, ., ., ., 0.9%, .
Nn1c(SCc2ccccn2)nncc1=O
    33.3, -9.9%, 7.5%, -1.6%, -8.2, 18.5%, -4.5
Cc1ccc(S(=O)(=O)NC2c3cccc4cccc(c34)C2Sc2ncccn2)cc1 (stereo unspecified)
    -20.6, -24.3%, ?, -5.2%, -4.7, -1.6%, 0.5
O=C(NC1CCCC1)c1cccc(S(=O)(=O)N2CCCCC2)c1
    28.9, -16.8%, -22.2%, 0.1%, -3.2, -1.2%, -3.3
COc1ccc(CNC(=O)C2CCC(CNc3c(N4CCC(C)CC4)c(=O)c3=O)CC2)cc1 (stereo unspecified)
    0.0, 39.5%, 6.4%, 11.1%, -3.2, -3.1%, 1.2
CCN1CCN(C(=S)NCC2CCCO2)CC1 (stereo unspecified)
    -11.8, -8.6%, 6.0%, ?, 2.7, 12.9%, -3.5
Cc1cc(Cl)c2oc(C(=O)NC3CCC(O)CC3)c(C)c2c1 (stereo unspecified)
    -9.8, 147.9%[activator], -4.8%, -1.6%, ., 8.0%, 21.0*
Cc1ccc(C)c(N(C(=O)c2csnn2)C(C(=O)NC2CCCCC2)c2cccnc2)c1 (stereo unspecified)
    11.8, 22.8%, ?, -7.6%, -13.7, -5.3%, 5.5
O=C(Nc1ccc2ccccc2c1)Nc1ccc2snnc2c1
    -97.2*, -48.1%, -9.4%, -8.2%, 1.9, 22.1%, 14.6
CN(C)C(=S)c1ccc(N(C)C)cc1
    -29.5, 19.5%, -8.3%, 1.5%, -6.7, -2.9%, 15.0
COc1ccc(Cl)cc1C(=O)NC1=NCCS1
    16.8, -18.0%, ?, -2.1%, 23.2, 4.8%, 16.2*
Cc1nn(-c2ccc(N3CCOCC3)nn2)c(C)c1CCC(=O)NCc1ccccc1
    16.6&16.1, -0.5%, 3.5%&11.1%, -0.5%, 14.4, 2.2%, 2.8
CCn1cc(CNC(=O)CCc2nnc(CCC3CCCCC3)o2)cn1
    -2.4, 20.1%, -7.5%, -0.2%, 18.2, 14.8%, -1.7
CC1(C)N=C(SCC(=O)Nc2ccc(Cl)cc2Cl)C(c2ccccc2)=N1
    2.7, 37.6%, 3.6%, 1.0%, -29.4, -4.0%, -1.0
Cc1c(C(=O)Nc2ccc(Cl)cn2)oc2ccccc12
    99.3, -5.6%, ?, 2.1%, 17.5, -6.5%, 6.9
c1ccc(-c2cnc(CSc3nnc4ccccn34)o2)cc1
    150.7, -0.4%, -14.6%, ?, 53.5*, -4.9%, 40.2*
C=CCNC(=O)c1snnc1-c1ccccc1
    -16.5, -19.2%, -2.0%, 9.7%, -3.2, -3.2%, 2.4
Cn1cccc1/C=C(/C#N)c1ccc(F)cc1
    12.6, -14.0%, 8.8%, 0.6%, 37.5, ?, 26.4*
N#Cc1c(-n2ccnc2)cccc1-n1ccnc1
    1.6, 48.4%[activator], -2.2%, 1.4%, -10.9, -15.6%, -3.1
CC(=O)OCCSc1c(-c2ccccc2)c2cc(Cl)ccc2[nH]c1=O
    ?, 79.4%[activator], 4.9%, -8.2%, -18.8, -6.5%, 3.5
CC(C(=O)NCc1ccco1)n1ccc2cc(S(=O)(=O)N3CCCCC3)ccc21 (stereo unspecified)
    ?, -19.2%, -0.5%, -6.5%, 9.8, 0.0%, 6.4
CCOc1ccc2c(c1)c(N=NC(=N)N)c(O)n2C
    34.9, -6.4%, -8.8%, 1.4%, -11.3, 11.5%, -0.7
CC1CCCN(C(=O)C(C)Nc2cc(Cl)ccc2N2CCOCC2)C1 (stereo unspecified)
    53.5, 167.3%[activator], -1.3%, -15.2%, -4.2, -19.9%, -0.2
CCC(NC(=S)NCc1ccc(F)cc1)c1ccccc1 (stereo unspecified)
    -20.8, -8.5%, 1.9%, -0.1%, 21.0, 19.7%, -2.8
COc1cccc(C(=O)N2CCN(CCCc3ccccc3)CC2)c1OC
    ?, 49.8%, 0.7%, -8.3%, -6.4, -18.6%, -2.0

Two successive entries already listed:
Results follow in this order: HCMV inh, AmpC no deterg, AmpC detergent, Giardia FBPA inh, Shiga toxin inh, AMA1 RON2 block, CHX counter
CC(=O)OCCSc1c(-c2ccccc2)c2cc(Cl)ccc2[nH]c1=O
    ?, 79.4%[activator], 4.9%, -8.2%, -18.8, -6.5%, 3.5
CC(C(=O)NCc1ccco1)n1ccc2cc(S(=O)(=O)N3CCCCC3)ccc21 (stereo unspecified)
    ?, -19.2%, -0.5%, -6.5%, 9.8, 0.0%, 6.4

Continuation:
Results follow in this order: HCMV inh, AmpC no deterg, AmpC detergent, Giardia FBPA inh, Shiga toxin inh, AMA1 RON2 block, CHX counter
CC(C)(C)C(=O)c1sc2nc(-c3cccs3)cc(C(F)(F)F)c2c1N
    -9.6, 3.8%, -8.7%, -2.7%, 13.4, 22.8%, 5.5
N#C/C(=C(/O)c1ccc(F)cc1)c1nc2ccccc2s1
    7.9, -9.7%, -3.7%, -23.5%, 20.5, 19.5%, 19.9*
O=C(NCCCn1ccnc1)C(=O)NCC1OCCN1S(=O)(=O)c1ccc(Br)cc1 (stereo unspecified)
    37.4, 0.9%, -1.9%, 2.1%, 15.3, 9.5%, 6.8
CC1(C)OC2OC(COC(=O)c3ccc([N+](=O)[O-])cc3)C3OC(C)(C)OC3C2O1 (stereo unspecified)
    0.2, 26.2%, -6.2%, 5.7%, -6.5, -12.0%, -2.6
CCCCC(=O)Nc1nnc(SCC(=O)NC2CC2)s1
    8.9, -2.0%, -8.3%, 6.4%, -4.2, -17.6%, -10.0
O=C(O)c1cc2nc(-c3ccccc3)cc(C(F)(F)F)n2n1
    18.0, -13.6%, ?, -5.8%, -10.0, 2.3%, -1.4
O=C(CN1C(=O)/C(=C\c2cccc(Br)c2)Oc2ccccc21)NCCCN1CCOCC1
    -35.4, 5.7%, -3.3%, -0.6%, -0.3, -1.3%, 6.9
Cc1ccc(OCc2ccc(C(=O)Nc3nc4ccccc4n3C)o2)c([N+](=O)[O-])c1
    12.7, -34.9%, -10.2%, 16.8%, -17.6, 39.7%[activator], -0.6
N#Cc1cc(-c2ccccc2)nnc1Sc1ccc(Cl)cc1
    -3.7, -7.1%, 1.2%, 7.2%, -13.2, -0.9%, -4.1
Cc1ccc(/C=N/NC(=S)NC2CCCCC2)o1
    -8.7, -35.3%, -2.0%, 0.1%, 72.6*, 49.7%[activator], 24.4*
CCOC(=O)N1C=CC=C[C@@H]2[C@@H](N3C(=O)c4ccccc4C3=O)C(=O)N21
    37.8, -5.8%, -12.8%, 1.6%, -3.0, 12.6%, -1.4
Cc1ccc(C)c(C(=O)COC(=O)CN2C(=O)C3C4C=CC(C4)C3C2=O)c1 (stereo unspecified)
    41.0, 18.1%, -5.3%, -0.8%, -5.5, 1.8%, 15.8
Cc1ccc(C(=O)CCS(=O)(=O)c2ccc(F)cc2)cc1
    -98.9*, -26.0%, 4.8%, 7.2%, 26.1*, -0.3%, 24.9*
C#CCOCCOCCOCCNc1nc(N2CCN(C(=O)[C@H]([C@@H](C)CC)n3cc(CCCCN)nn3)CC2)nc(N2CCN(C(=O)[C@H](CCCCN)n3cc(CCCC)nn3)CC2)n1
    11.2, 222.4%[activator], 0.8%, ., ., -8.6%, .
COCCNc1ccc(S(=O)(=O)N2CCCC2)cn1
    6.8, -14.5%, 4.3%, 3.1%, 11.1, -11.6%, -0.4
COc1ccc(NS(=O)(=O)c2cc(NC(=O)c3cnc(C)cn3)ccc2N2CCCC2)cc1
    -65.5*, 76.6%[activator], -1.7%, -25.4%, 2.1, -6.1%, -0.8
C[C@@H](OC(=O)c1[nH]cnc1C(=O)N1CCc2ccccc2C1)c1ccccc1
    14.6, 23.8%, ., ., ., 48.5%[activator], .
Cc1cc(Br)ccc1S(=O)(=O)n1ccnc1C
    -34.3, -1.3%, 1.5%, -8.5%, -8.0, -2.7%, -4.3
COc1ccc(C2C(C(=O)c3ccccc3)=C(C)Nc3nc4ccccc4n32)cc1OC (stereo unspecified)
    36.1, -3.6%, ?, -3.3%, 35.5, -1.7%, 6.5
O=C(CSc1ncnc2c1oc1ccccc12)Nc1ccccc1F
    -37.1, -11.0%, ?, 1.5%, -13.8, -4.2%, -0.8
Cc1snc(SCc2ccc(F)cc2)c1C#N
    -0.2, -24.4%, -5.7%, 9.5%, 24.6, 0.0%, 11.2

Source: PubChem (National Center for Advancing Translational Sciences (NCATS))
